# Bioassay records (PubChem)
# GPR151 activ: activators of human GPR151. hit rate 1% among 650,000. PathHunter beta-arrestin GPR151 cells, luminescence. Q8TDV0. activation, % at 11.2 µM. AID 1508602; in the data active = activation above about 4.9%;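 note: 0% = median of compound wells and 100% = cells with positive control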
# Target sequence (Q8TDV0 whole entry, looked up): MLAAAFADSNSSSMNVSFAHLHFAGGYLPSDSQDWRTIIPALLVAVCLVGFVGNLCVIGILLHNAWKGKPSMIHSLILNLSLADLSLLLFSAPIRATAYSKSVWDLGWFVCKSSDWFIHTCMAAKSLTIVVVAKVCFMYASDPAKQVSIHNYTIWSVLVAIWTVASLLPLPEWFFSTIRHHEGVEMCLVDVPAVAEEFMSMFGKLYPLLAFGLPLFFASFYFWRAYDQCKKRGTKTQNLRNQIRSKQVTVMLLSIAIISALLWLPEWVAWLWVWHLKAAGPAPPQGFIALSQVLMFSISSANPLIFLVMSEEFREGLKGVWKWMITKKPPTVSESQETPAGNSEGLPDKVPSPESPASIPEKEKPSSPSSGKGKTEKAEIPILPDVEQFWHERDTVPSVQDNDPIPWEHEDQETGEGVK
# FBW7 activator: activators of human E3 ligase FBW7; AlphaScreen FBW7–phospho-cyclin E peptide binding, activator screen; normalized activity (activation), % at 26.1 µM; hit rate 0.13% among 650,000; in the data active = normalized activity above about 1.9%;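 note: purified mutant Fbw7 with reduced substrate affinity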
# TEAD-YAP block: TEAD-YAP interaction inhibition; HEK-TIYL cells, TEAD-Gal4/YAP UAS-luciferase luminescence; inhibition, % at 9.12 µM; hit rate 1.4% among 640,000; AID 1259422; in the data active = inhibition above about 32%;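 note: 0% = median of test compound wells and 100% = reference inhibitor wells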
# MITF primary: blocks human microphthalmia-associated transcription factor; AlphaScreen MITF homodimerization, bead proximity signal; inhibition, % at 2.6 µM; hit rate 0.91% among 650,000; in the data active = inhibition above about 50%;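 note: 0% = vehicle wells with protein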
# Target sequence (O75030 whole entry, looked up): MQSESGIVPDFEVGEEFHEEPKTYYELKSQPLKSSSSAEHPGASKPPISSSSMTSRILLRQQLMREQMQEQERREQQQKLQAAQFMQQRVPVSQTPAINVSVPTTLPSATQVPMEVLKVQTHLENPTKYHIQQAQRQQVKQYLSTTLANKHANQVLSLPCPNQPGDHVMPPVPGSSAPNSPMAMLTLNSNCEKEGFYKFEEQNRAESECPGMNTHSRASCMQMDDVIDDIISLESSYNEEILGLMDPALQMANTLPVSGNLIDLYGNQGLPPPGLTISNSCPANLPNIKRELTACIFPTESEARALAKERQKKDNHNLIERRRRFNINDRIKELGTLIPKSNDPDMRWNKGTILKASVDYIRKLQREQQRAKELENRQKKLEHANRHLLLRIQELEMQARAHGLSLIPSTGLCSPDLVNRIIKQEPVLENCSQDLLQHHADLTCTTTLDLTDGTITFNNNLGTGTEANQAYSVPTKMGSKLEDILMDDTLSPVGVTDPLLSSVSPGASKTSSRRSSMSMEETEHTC
# * = called active by the depositor.
structure,GPR151 activ,FBW7 activator,TEAD-YAP block,MITF primary
CCn1nnc(NC(=O)c2cccc(Cl)c2)n1,0.0,-0.1,-12,8
Cc1ccc(-c2csc(NC(=O)C(C)C)n2)cc1C,2.7,-0.1,-29,1
CCOC(=O)c1c(NC(=O)CSc2nnc(CNC(=O)c3cccc(F)c3)n2-c2cccc(C)c2)sc2c1CCC2,0.4,-0.1,-7,-7
Cc1ccc(-n2ncc(C(=O)N3CCC4(CC3)OCCO4)c2-n2cccc2)cc1Cl,0.4,0.0,2,-1
Cc1ccc(-c2cnc(N3CCC(O)CC3)nc2)cc1,3.6,-0.3,-40,-5
CN(C)C(=O)[C@@H]1C[C@@H](Sc2nccn2C)CN1Cc1cccc(F)c1,-0.9,0.1,-2,-18
CCCNC(=O)C(NS(=O)(=O)c1cccc2nsnc12)c1ccccc1 (stereo not drawn),-0.6,0.0,2,5
CN(C)c1cccc(-c2ccc3c(-c4cnn(C)c4)[nH]nc3n2)c1,-0.6,-0.1,-44,5
Cc1cccc(OCC(=O)N2CCC(C(N)=O)CC2)c1C,-1.2,1.4,8,19
CC(C)(C)c1ccc(OCC(=O)Nc2sc3c(c2C(N)=O)CCCC3)cc1,0.1,0.0,13,5
CC(=O)OCCNc1cc(SCCCc2ccccc2)c2nonc2c1[N+](=O)[O-],0.2,0.0,17,-3
CCOc1ccccc1NC(=O)C(CC)c1ccccc1 (stereo not drawn),-1.6,0.5,3,2
CC(C)c1ccc(NC(=O)c2ccc(NC(=O)C(C)(C)C)cc2)cc1,1.8,0.0,12,8
CS(=O)(=O)N(Cc1ccccc1)c1ccc(C(=O)N/N=C/c2ccccc2)cc1,-0.5,-0.1,-4,-1
COCCn1c(=O)[nH]c2cc(C(=O)NCCN3CCCC3)ccc2c1=O,1.5,-0.1,8,6
Cc1cc(C(=O)CCl)c(C)n1-c1cccc([N+](=O)[O-])c1,2.2,0.0,16,-8
CCCNC(=O)c1cc2ncc(Br)cn2n1,0.2,0.0,-4,0
CC1=CC2=NC(=O)/C(=C\c3ccc(OCc4ccc([N+](=O)[O-])cc4)cc3)C(=N)N2O1,-0.3,0.2,-28,6
CCOC(=O)c1cccc(NC(=O)C2(S(=O)(=O)c3ccc(C)cc3)CC2)c1,0.8,-0.1,3,-5
O=C(c1ccc(Br)c([N+](=O)[O-])c1)N1CCN(Cc2ccccc2)CC1,0.6,-0.1,3,6
COc1ccccc1OCC(=O)NCC1Cc2cc(-c3ccccc3C(C)=O)ccc2O1 (stereo not drawn),0.0,0.2,4,11
Cc1ccc(-c2noc(CNC(=O)c3ccccc3Cl)n2)cc1,0.2,-0.3,1,4
CCCC(=O)N(c1ccccc1)C1C=CS(=O)(=O)C1 (stereo not drawn),-0.3,0.0,4,-5
O=C1C(=C2C/C(=N/O)c3ccccc32)C(=O)c2ccccc21,-1.2,-0.1,6,10
CCOc1ccc(CNC(=O)c2cc(-c3ccccc3)n[nH]2)cc1OC,0.4,0.0,-8,-2
COc1cc(C(=O)NNC(=O)c2cc(C)[nH]n2)cc(OC)c1OC,0.0,0.1,15,10
COCCNC(=O)CSc1nc2ccccc2c(=O)n1CCCC(=O)NCCc1ccccc1,0.5,-0.2,-2,-4
c1ccc2sc(NN=C3CCCC3)nc2c1,-1.2,0.7,-58,26
CC(=O)N(CCC1(Cc2ccccc2)CCOC(C)(C)C1)Cc1ccccc1 (stereo not drawn),0.9,-0.2,-4,5
COc1ccc(C2=N/C(=C/c3ccccc3F)C(=O)O2)cc1Br,1.8,0.0,1,-1

# The last six records of the part before lead into the next:
structure,GPR151 activ,FBW7 activator,TEAD-YAP block,MITF primary
CCOc1ccc(CNC(=O)c2cc(-c3ccccc3)n[nH]2)cc1OC,0.4,0.0,-8,-2
COc1cc(C(=O)NNC(=O)c2cc(C)[nH]n2)cc(OC)c1OC,0.0,0.1,15,10
COCCNC(=O)CSc1nc2ccccc2c(=O)n1CCCC(=O)NCCc1ccccc1,0.5,-0.2,-2,-4
c1ccc2sc(NN=C3CCCC3)nc2c1,-1.2,0.7,-58,26
CC(=O)N(CCC1(Cc2ccccc2)CCOC(C)(C)C1)Cc1ccccc1 (stereo not drawn),0.9,-0.2,-4,5
COc1ccc(C2=N/C(=C/c3ccccc3F)C(=O)O2)cc1Br,1.8,0.0,1,-1
C/C(=N\NC(=O)C(C)Sc1nc(C)cc(C)n1)c1ccc(Br)cc1 (stereo not drawn),0.5,-0.1,-3,-3
Cc1ccc(COc2cn(CC(=O)Nc3ccc(F)cc3F)c(CO)cc2=O)cc1,0.2,0.3,9,-14
Cc1ccc(C23CC4CC(CC(NC(=O)Nc5nccs5)(C4)C2)C3)cc1,-1.2,0.3,6,15
CCCCOC(=O)COc1ccc2c(=O)c(Oc3cccc(C)c3)c(C(F)(F)F)oc2c1,0.4,0.5,-4,20
CC(NC(=O)CSc1nnc(-c2c[nH]c3ccccc23)o1)C1CC2CCC1C2 (stereo not drawn),1.9,-0.1,-7,-1
Cc1nc(C=O)c(Cl)n1-c1ccccc1,-0.3,-0.1,9,6
O=C(CSCCO)Nc1ccc(Cl)cc1,1.1,-0.2,4,-11
COC(=O)c1ccc(C(=O)OC)c(NC(=S)N(CCO)Cc2ccccc2)c1,1.9,0.1,7,-17
CC(C)(C)c1ccc(Cn2c(=N)n(CC(O)COc3ccccc3)c3ccccc32)cc1 (stereo not drawn),0.1,-0.1,-2,-1
C=CCn1c(COc2ccc(CC)cc2)nnc1SCC(=O)/C(C#N)=C(\C)N,-1.6,0.1,-3,10
COc1cc2c(cc1OC)C(COc1ccc([N+](=O)[O-])cc1)N(C(=O)c1ccc(OC(C)C)cc1)CC2 (stereo not drawn),1.1,0.1,4,-4
COc1ccc(-n2ncc3c(NCCc4ccc(OC)c(OC)c4)ncnc32)cc1,2.6,0.0,-2,9
O=C(Nc1ccc(N2CCCC2)c(Cl)c1)c1ccccc1F,-2.1,-0.1,-34,-11
O=C(/C=C\c1ccccc1)Nc1ccc(S(=O)(=O)N2CC3CC(C2)c2cccc(=O)n2C3)cc1 (stereo not drawn),2.9,0.0,-10,-5
Cc1cccc(-c2nc(CSCC(=O)N3CCOCC3)c(C)o2)c1,-1.3,0.1,-8,-10
COc1ccc(OCC(=O)Oc2coc(CSc3nccc(C)n3)cc2=O)cc1,-1.9,0.0,2,3
O=S(=O)(c1ccc(Cl)cc1)N1CCN(Cc2ccc(F)cc2)CC1,1.3,-0.1,-3,1
C/C=N/NC(=O)c1cccc([N+](=O)[O-])c1,2.5,0.0,-12,7
O=C(CSc1ccccc1)Nc1ccccc1O,-1.1,-0.1,-30,-5
COc1ccc(NC(=O)c2cnn3cccnc23)cc1OC,-2.4,-0.1,-43,-6
CC(C)=CC(=O)Nc1ccccc1C(N)=O,1.2,-0.1,0,-2
COc1ccc(C2(CNC(=O)/C=C/c3ccccc3)CCOCC2)cc1OC,1.2,0.0,-6,-15
O=C(CCCn1c(=S)[nH]c2ccccc2c1=O)NCc1ccc(F)cc1,-0.3,0.1,-8,1
CCN1CNC(=S)N(c2ccc(C)cc2)C1,-1.2,0.2,-2,10
CCCn1c(=NC(=O)c2ccc(Cl)cc2)c(C(=O)OCC)cc2c(=O)n3ccccc3nc21,0.4,0.0,-3,9
CCc1ccccc1NC(=O)c1ccc(NCc2ccccc2OC)c([N+](=O)[O-])c1,0.0,0.0,43*,4
O=C(N/N=C\c1cccc([N+](=O)[O-])c1)c1[nH]ncc1I,-5.8,0.9,-40,22
CC1CCCN(C(=O)c2cnn(-c3ccccc3)c2NC(=O)c2ccc(F)cc2)C1 (stereo not drawn),-0.2,0.0,6,11
Cc1ccccc1-n1c(=S)[nH]c2nc3c(cc2c1=O)COC(C)(C)C3,1.6,0.0,6,-2
COc1cccc(NC(=O)c2ccc(C)cc2Cl)c1,-2.8,0.2,67*,13

# Ordered by count of non-hydrogen atoms (high to low): 3 of the compounds above
structure,GPR151 activ,FBW7 activator,TEAD-YAP block,MITF primary
O=C(/C=C\c1ccccc1)Nc1ccc(S(=O)(=O)N2CC3CC(C2)c2cccc(=O)n2C3)cc1 (stereo not drawn),2.9,0.0,-10,-5
Cc1ccc(COc2cn(CC(=O)Nc3ccc(F)cc3F)c(CO)cc2=O)cc1,0.2,0.3,9,-14
C/C(=N\NC(=O)C(C)Sc1nc(C)cc(C)n1)c1ccc(Br)cc1 (stereo not drawn),0.5,-0.1,-3,-3

# The list goes on:
structure,GPR151 activ,FBW7 activator,TEAD-YAP block,MITF primary
CCOc1ccccc1/C=C1/C(=O)NC(=S)N(c2ccccc2)C1=O,-0.9,0.0,2,15
COCCNC(=O)CN1C(=O)/C(=C\c2ccc(F)cc2)Oc2ccccc21,1.3,0.1,-3,1
Cc1ccccc1NC(=O)CC(=O)c1ccc([N+](=O)[O-])cc1,-0.6,0.0,9,9
Fc1ccc(-n2ncc3c(N4CCN(Cc5ccccc5)CC4)ncnc32)cc1,0.7,-0.5,-2,-9
CCC(=O)NS(=O)(=O)c1ccc(NC(=O)c2ccccc2Cl)cc1,-0.8,0.5,7,1
COC(CNc1ncc(Br)cn1)OC,-0.8,0.7,-17,3
O=C1OC(c2cc(F)c(F)cc2Cl)=N/C1=C\c1ccc(F)cc1,-0.2,0.0,10,10
OCc1nsc(Cl)c1Cl,0.3,0.1,4,-5
O=C(Nc1ccccc1C(=O)NCCCn1ccnc1)c1ccco1,-0.5,0.3,7,8
O=C(Nc1ccc(Br)cn1)c1ccccc1Cl,-1.3,0.0,0,-1
CNC(=S)N1CCN(c2ncnc3c(-c4ccc(Cl)cc4)nsc23)CC1,-0.7,0.0,-7,-5
Cc1ccc(Nc2nc(OC(C(F)(F)F)C(F)(F)F)nc(N3CCCCC3)n2)cc1,-0.3,0.0,-3,-1
Cc1ccc(Nc2ccc(NC(=O)COc3ccccc3)cc2)nn1,3.2,0.2,-7,4
CC1CCN(Cc2nc3c(c(=O)n(C)c(=O)n3C)n2Cc2ccc(Cl)cc2)CC1,-0.3,0.4,-7,-3
CC1(C)Cc2c(c(=S)nc(-c3ccccc3)n2-c2ccccc2)CO1,0.1,-0.5,9,-5
COc1cc(-c2nc(Cl)nc3ccc(Cl)cc23)cc(OC)c1OC,2.6,0.1,0,0
Cc1cc(N2C(=O)C3CCCCC3C2=O)ccc1[N+](=O)[O-] (stereo not drawn),1.2,0.1,18,14
CC(C)c1ccc(OCC(O)CN2C(=O)NC(C)(C)C2=O)cc1 (stereo not drawn),1.5,0.0,-12,7
O=C(Cn1ccc(=O)[nH]c1=O)OCC(=O)N1c2ccccc2Sc2ccccc21,0.2,0.2,-4,-2
Cc1cc(C)cc(NC(=O)c2ccccc2O)c1,0.6,0.9,-22,8
COc1ccc(N=C(N)/C(C#N)=C/c2[nH]c3ccccc3c2O)cc1,0.7,-0.1,-3,-3
CCCn1c(-c2ccccc2N)n[nH]c1=S,-0.8,0.5,-3,0
CC(C)(C)c1ccc(C(=O)N2CCCc3ccccc32)cc1,0.5,0.3,-15,10
Cc1ccc(S(=O)(=O)Nc2ccc(-c3nc4ccccc4[nH]3)cc2)cc1,0.2,-0.1,-17,6
CCCCN(C(=O)c1cc2c(=O)n3ccccc3nc2n1C)c1ccccc1,-0.1,0.9,0,-5
O=C(Nc1ccc2oc(-c3cccc(F)c3)nc2c1)c1cccc(F)c1,-1.6,0.8,-9,0
CCOc1cc(C2C(C#N)=C(N)Oc3n[nH]c(CC)c32)ccc1OCCN1CCOCC1 (stereo not drawn),0.4,0.2,-3,1
COc1ccc(CCNc2nc(N3CCCC3CO)nc3c2ncn3C(C)C)cc1 (stereo not drawn),4.5,-0.1,2,13
Cc1nn(-c2ccccc2)c2c1C(c1ccc(F)cc1F)C(C#N)=C(N)O2 (stereo not drawn),1.0,-0.1,6,-2
CCCCC(CC)CNC(=O)C(=O)Nc1cccc(Cl)c1 (stereo not drawn),-0.5,0.0,2,9

# Continuation:
structure,GPR151 activ,FBW7 activator,TEAD-YAP block,MITF primary
O=C(Nc1c(C(=O)Nc2cccc(Cl)c2)cnn1-c1ccccc1)c1ccco1,0.3,0.0,-13,-3
Cc1ccc(C(=O)Nc2c(C)n(C)n(-c3ccccc3)c2=O)cc1[N+](=O)[O-],-1.2,0.0,-7,0
N#CCC(=O)NNC(=O)c1cc2ccccc2oc1=O,-1.2,-0.8,-2,26
O=C(CCC(=O)Nc1ccc(F)cc1)N/N=C/C=C/c1ccccc1,1.0,-0.1,7,10
COc1cccc(NC(=O)CN(C)S(=O)(=O)c2ccccc2)c1,-1.4,0.0,-9,-3
N#Cc1cc2c(nc1SCc1ccccc1F)CCC2,-0.4,0.6,-9,17
CSc1sc(C)cc1C1C(C#N)=C(N)N(c2ccc(F)cc2)C2=C1C(=O)CC(C)(C)C2 (stereo not drawn),-0.3,0.0,-10,9
Cc1ccc2nc(NS(=O)(=O)c3ccc(Cl)cc3)c(Nc3ccc(C(=O)O)cc3)nc2c1,4.5,0.2,-23,-2
C=CCNC(=O)c1ccccc1NC(=O)c1ccc(I)cc1,-0.2,-0.2,0,8
CCc1ccc(CNc2ccc3c(c2)ncn3C)cc1,0.3,0.0,-67,21
Cc1cccc2cc(CN(Cc3ccccc3)S(=O)(=O)c3ccccc3)c3nnnn3c12,-0.2,0.6,8,21
COc1ccc(-c2noc(COc3ccccc3C)n2)cc1,2.0,1.0,-28,-4
CCOC(=O)C1=C(C)N(CCOC)C(=O)/C1=C\c1ccc(CC)cc1,0.1,0.4,-8,10
Cc1ccc2c(c1)-c1c(cnn1CC(=O)NCCCN1CCN(c3ccccc3)CC1)CO2,-0.7,-0.2,1,0
